Tb PFK inh = T. brucei PFK enzyme inhibition. 330,000 compounds, 0.17% hits. AID 485367. O15648. Potency, µM (top dose mostly 57.5 µM), for the others: top-dose activity, negative = inhibition, hits mostly inhibitors. T. brucei PFK, ADP-Glo luminescence;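 further: potency means the concentration at half of the fitted maximal effect; 0% = uninhibited 1x PFK enzyme wells and -100% = no-enzyme wells; nearly all actives have a fitted effect of over 60% in size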
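PFK 1.25 nM, F6P 0.5 mM, ATP 0.1 mM, 0.1 M TEA pH 8.0, 5 mM MgCl2, 0.01% Tween20, 0.1% BSA; 45 min RT. ADP-Glo readout. qHTS titration up to 57 uM; curves fitted, compounds curve-classed.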
ASM inhibitor = inhibitors of human secretory acid sphingomyelinase; placental ASM, HMU-PC fluorogenic substrate, 60 min; Potency, µM (doses to about 57.5 µM), for inactives: at the highest dose activity change, negative = inhibition, actives largely listed as inhibitors; 340,000 compounds, 0.006% hits; further: potency means the concentration at half of the fitted maximal effect
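Human placenta-derived ASM enzyme was preincubated with compound for 10 minutes at room temperature, then given fluorogenic substrate HMU-PC0 (9 uM final) for 60 minutes at 37 °C; a pH 10 stop preceded fluorescence reading at Ex 386/Em 447 nm.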
ELG1 repair inh = blocks ELG1-dependent DNA repair in HEK293T cells; Potency, µM (doses to about 46.1 µM), for the others: at the highest dose activity change, negative = inhibition, usual class: inhibitors; 330,000 compounds, 2.3% hits; HEK293T ELG1-luciferase reporter, luminescence, 16 h; DNA damage induced by 5-fluorouridine; AID 504467; further: potency means the concentration at half of the fitted maximal effect; on the % scale 0 is the no-effect control and ±100 the full control effect; nearly all actives have a fitted effect of over 55% in size
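Quantitative HTS, concentration-response format. 2,000 cells/well co-treated with 5-fluorouridine and compound, 16 hr in 5% CO2 at 37 °C; ONE-Glo luminescence read after 30 min.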
Integrin act MD = activators of alpha7 integrin expression for muscular dystrophy; 350,000 compounds, 0.064% hits; Potency, µM (series often up to 38.3 µM), without a hit: at the top dose activation, usual class: activators; alpha7betagal myoblasts, beta-gal FDG fluorescence, 48 h;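 further: potency means the concentration at half of the fitted maximal effect; 100% = response of the positive control SU9516; nearly all actives have a fitted effect of over 60% in size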
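Alpha7betagal+/- myoblasts (passage 13) were plated 16-24 hr, then exposed to compounds (1:260 dilution of DMSO stock) for 48 hours at 37C. After MPER lysis, β-galactosidase reporter activity was read as FDG fluorescence (ex 480/em 540) after 30 minutes.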
TSHR antagonist = blocks TSH signaling through the human TSH receptor | P16473 | TSHR-expressing cells, TSH-stimulated cAMP HTRF, 2 h; active compounds read low | activity change, negative = inhibition, % at 11.5 µM | 330,000 compounds, 0.2% hits | AID 504810;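 active means activity change below a set negative limit, meaning inhibition stronger than a set level, cut at about -70% in these data; inconclusive means activity change between two set negative limits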; further: on the % scale 0 is the no-effect control and ±100 the full control effect
Target sequence (P16473 whole entry, looked up): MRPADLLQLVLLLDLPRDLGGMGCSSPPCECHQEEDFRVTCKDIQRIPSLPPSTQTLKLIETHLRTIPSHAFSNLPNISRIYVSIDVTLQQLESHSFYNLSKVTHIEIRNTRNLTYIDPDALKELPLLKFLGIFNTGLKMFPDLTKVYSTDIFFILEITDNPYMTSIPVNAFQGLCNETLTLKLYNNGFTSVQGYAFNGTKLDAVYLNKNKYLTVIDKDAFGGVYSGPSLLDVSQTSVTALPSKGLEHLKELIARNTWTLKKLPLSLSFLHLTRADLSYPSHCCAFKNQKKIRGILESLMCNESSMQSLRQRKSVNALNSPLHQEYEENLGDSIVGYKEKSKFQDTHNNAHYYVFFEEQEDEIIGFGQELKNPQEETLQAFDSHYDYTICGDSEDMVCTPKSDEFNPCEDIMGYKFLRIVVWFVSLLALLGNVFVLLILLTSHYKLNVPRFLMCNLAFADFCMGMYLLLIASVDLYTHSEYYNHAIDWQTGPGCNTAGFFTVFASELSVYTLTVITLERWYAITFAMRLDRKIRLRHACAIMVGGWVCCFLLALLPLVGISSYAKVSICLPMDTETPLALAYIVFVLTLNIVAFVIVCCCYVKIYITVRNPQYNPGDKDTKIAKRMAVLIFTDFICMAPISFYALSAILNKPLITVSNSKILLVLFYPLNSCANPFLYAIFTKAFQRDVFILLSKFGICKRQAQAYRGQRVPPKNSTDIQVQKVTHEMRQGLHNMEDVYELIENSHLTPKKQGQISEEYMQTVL
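Inhibition of cAMP made by TSHR-expressing cells under TSH stimulation (4nM final, EC80; 2 h, 37 deg C) is quantified with a one-step lysis HTRF kit, anti-cAMP cryptate versus cAMP-d2.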
Chronic BCR inh = chronic active BCR signaling inhibition; ABC-DLBCL IkBa-CBG/CBR reporter, luminescence ratio, 4 h; 340,000 compounds, 0.05% hits; AID 493014; Potency, µM (doses to about 46.1 µM), without a hit: top-dose ratio change, negative = lower green/red ratio, usual class: inhibitors; active means well fitted inhibition curve with a large enough effect in the signal ratio, with a control signal flat, not every such curve was filed as active; inconclusive means small, poorly fitted or top-dose-only effect, or effect the other way, or a change in a side signal; the % refers to the signal ratio;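 further: potency means the concentration at half of the fitted maximal effect; plate controls were basal doxycycline-induced cells for no effect and cells given 10 µM MG132 for full effect; MG132 reads +100%, hits lower the ratio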
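Cell line TMD8 (human ABC DLBCL), stably expressing tet-inducible CBG68-IkBa fusion and CBR; IMDM/0.5% FBS; cpd up to 46 uM; dox induction, 4 h, 37C/5% CO2; dual luminescence; green/red ratio; MG132 control.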
Eya2 inh = inhibitors of human Eya2 phosphatase activity | O00167 | recombinant Eya2, OMFP fluorescence dephosphorylation (OMFP is methylfluorescein phosphate) | Potency, µM (top dose mostly 76.9 µM), for inactives: at the highest dose activity, negative = inhibition, actives largely listed as inhibitors | 330,000 compounds, 0.006% hits; further: potency means the concentration at half of the fitted maximal effect; on the % scale 0 is the no-effect control and ±100 the full control effect
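Eya2 (0.2 uM) preincubated 10 min at ambient with compound, then OMFP substrate added at 50 uM; 10 min reaction in 50 mM HEPES pH 7.5, 50 mM NaCl, 5 uM MgCl2, 0.05% BSA, 1 mM DTT. Fluorescence read at Ex 485/Em 525 nm.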
TSG101-PTAP inh = blocks PTAP/TSG101 interaction to inhibit HIV-1 budding | 340,000 tested, under 10 active | Fluorescence polarization, FITC-PTAP peptide / Tsg101 binding | AID 493005 | Q99816 | Potency, µM (highest dose often 115 µM), for the others: top-dose activity change, negative = inhibition, actives largely listed as inhibitors; active means well fitted inhibition curve with a large enough effect in the main read-out, with a control signal flat, not every such curve was filed as active; inconclusive means small, poorly fitted or top-dose-only effect, or effect the other way, or a change in a side signal; inactive means no such curve, though single readings can be large or run the other way; further: potency means the concentration at half of the fitted maximal effect; % of control where 0% means no effect
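Steps: Tsg101 binding domain dispensed (10 uM final), compounds pinned in DMSO, FITC-labeled PTAP-motif peptide added (50 nM final); after 20 min binding at room temperature, polarization measured.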
Mito fusion act = blocks mitochondrial division or promotes mitochondrial fusion; 320,000 compounds, 0.23% hits; Potency, µM (highest dose often 46.1 µM), for inactives: at the top dose growth rescue (activation), usual class: activators; S. cerevisiae fusion-defective mutant growth rescue, CellTiterGlo 48 h;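 further: potency means the concentration at half of the fitted maximal effect; % of control where 0% means no effect; nearly all actives have a fitted effect of over 45% in size; temperature-sensitive fusion mutants such as fzo1-1 at 37 °C on non-fermentable ethanol glycerol medium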
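Temperature-sensitive fusion-defective S. cerevisiae (e.g. fzo1-1, mgm1-5) were grown with compound in YPEG medium (3% ethanol, 3% glycerol) for 48 hours at 37C. Growth rescue was measured as viability by CellTiterGlo luminescence after 10 minutes at ambient.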
AT treatment = potential ataxia-telangiectasia treatments restoring KAP-1 phosphorylation; […] A-T fibroblasts, KAP-1 phosphorylation AlphaLISA; neocarzinostatin DNA damage 30 min before lysis; Potency, µM (titrated, usually from 57.5 µM), inactives show at the top dose activation, usual class: activators; 320,000 compounds, 0.19% hits; further: potency means the concentration at half of the fitted maximal effect; % of control where 0% means no effect; nearly all actives have a fitted effect of over 45% in size
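hTERT-immortalized A-T patient fibroblasts ([…]), 500 cells/well in OPTI-MEM, 1% FBS, got compounds for 60 min, then NCS for 30 min at 37C. Lysates were then assayed for phospho-KAP-1 by AlphaLISA (anti-pKAP1 donor, anti-KAP1 acceptor beads), 6 hr at 25C.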
TCR act = activates T cell receptor signaling; 330,000 tested, under 10 active; primary human leukocytes, anti-CD3, IL-2 HTRF, 48 h; Potency, µM (top dose mostly 9.22 µM), for inactives: at the top dose activation of IL-2 secretion, most hits filed as activators; further: % of control where 0% means no effect
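Activity was scored as IL-2 release from primary human leukocytes given only a TCR signal (a-CD3 beads) plus compound for 48 hr. Detection used a two-antibody HTRF format read at 665nm.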
Numbers without * were called inactive; ? = inconclusive; . = not tested or not shown; [ ] = remark or other dose. Unless noted, the call rests on the fitted dose curve; in most records, active means well fitted curve in the direction sought with a large enough effect; inconclusive means small, poorly fitted or top-dose-only effect, or another doubt; inactive means no such curve, though single readings can be large; an effect the other way counts as inactive or inconclusive.

SMILES	Tb PFK inh	ASM inhibitor	ELG1 repair inh	Integrin act MD	TSHR antagonist	Chronic BCR inh	Eya2 inh	TSG101-PTAP inh	Mito fusion act	AT treatment	TCR act
CCCN1CCN(CCCNC(=O)c2ccc(CS(=O)c3ccc(OC)cc3)o2)CC1 (stereo not drawn)	2%	-2%	9%	6%	-9	1%	3%	-4%	0%	-6%	-8%
O=C(NCc1ccco1)c1cc(=O)c2ccccc2o1	2%	-1%	-1%	5%	18	6%	-3%	0%	5%	-14%	-1%
O=C(Nc1cccc2c1[nH]c1ccccc12)C(F)(F)F	0%	-6%	-16%	-10%	1	?	-4%	-8%	0%	2%	4%[46.1 µM]
Cc1ccc2[nH]c(=O)c3cc(C(=O)N(CCCOC(C)C)Cc4ccco4)sc3c2c1	-5%	36%	?	-5%	-5	22%	1%	-1%	14%	19%	-15%
NC(=O)c1ccccc1OCC(=O)NS(=O)(=O)c1ccc(Cl)cc1	2%	2%	0%	-6%	-3	?	4%	-5%	-2%	1%	-14%
N#CCCN(C(=O)CSc1ccc2c(c1)OCCO2)c1ccc(F)cc1	-3%	4%	-13%	-5%	3	?	-29%	-2%	3%	.	-1%
Cc1ccc2nc(-c3ccc(NC(=S)NC(=O)C(C)C)cc3)sc2c1	1%	26%	?	9%	8	8%	18%	0%	-9%	0%	-4%
Cc1cccc(N2C(=O)C(O)=C(C(=O)c3cccs3)C2c2ccccc2)n1 (stereo not drawn)	4%	0%	-26%	32%	1	5%	4%	-3%	4%	-8%	0%
C=CCC1(CC=C)CCCN1C(=O)CC1C(=O)NCCN1Cc1cc(OC)cc(OC)c1 (stereo not drawn)	-1%	1%	-4%	15%	9	-5%	0%	3%	-4%	-1%	-3%
COc1ccc(OCC(O)CN2CCN(Cc3ccc4c(c3)OCO4)CC2)cc1 (stereo not drawn)	0%	0%	-17%	37%	17	-3%	-14%	0%	1%	0%	16%[46.1 µM]
O=C(Cn1c(=O)sc2ccccc21)Nc1ccc(S(=O)(=O)N2CCCC2)cc1	-7%	-6%	-5%	-18%	0	14%	7%	-2%	-2%	-11%	-1%
Oc1cccc(Nc2nc(NCC3CCCO3)c3ccccc3n2)c1 (stereo not drawn)	0%	-5%	21µM*	-28%	-19	?	-3%	-3%	-18%	-12%	7%
C=CCn1cnnc1SCC(=O)N(C)CC1COc2ccccc2O1 (stereo not drawn)	7%	5%	2%	-13%	-13	?	-18%	-1%	.	8%	-4%
CCNS(=O)(=O)c1ccc(CCC(=O)Nc2cc(Cl)ccc2Oc2ccccc2)cc1	-2%	-10%	?	-45%	6	-13%	-2%	-7%	5%	6%	-2%
Cc1ccc(-c2cc(O)cc3sc(=O)oc23)cc1C	4%	-9%	?	10%	-9	1%	-7%	-3%	?	14%	-4%
COc1ccc(NC(=O)[C@@H](NC(N)=O)C(C)C)cc1Cl	1%	3%	13%	17%	-6	3%	4%	-6%	4%	1%	-3%
C=CC[n+]1c(-c2ccc(Cl)cc2Cl)csc1Nc1ccc(NC(C)=O)cc1	0%	-16%	6%	12%	2	?	2%	-6%	2%	-1%	-1%
O=C(Nc1ccncc1)c1ccccc1[N+](=O)[O-]	5%	-3%	?	3%	25	5%	-10%	0%	-2%	13%	.
CCC(Oc1ccc(C)cc1)C(=O)Nc1ccc(S(=O)(=O)Nc2nccs2)cc1 (stereo not drawn)	-2%	-3%	4%	-14%	-4	7%	6%	-1%	-1%	-7%	5%
O=C(Nc1cc(C(F)(F)F)ccc1N1CCOCC1)C1=NN(c2ccccc2)C(=O)CC1	-4%	-3%	-5%	-10%	-1	8%	-4%	1%	?	3%	2%
CCn1c(COc2ccccc2)nnc1SCC(=O)c1cccc([N+](=O)[O-])c1	1%	1%	0%	-45%	0	-8%	-3%	-3%	-2%	5%	3%
Cn1c(=O)c2c(nc(Cc3ccc(N)cc3)n2C)n(C)c1=O	-19%	1%	-19%	?	2	?	-16%	0%	-6%	5%	2%
COC(=O)CN1C(=O)C(O)(CC(=O)c2ccc(C)cc2)c2cc(Br)ccc21 (stereo not drawn)	5%	-2%	11%	-12%	0	5%	7%	-5%	1%	4%	-3%
C/C(=N\Nc1ccccn1)c1ccc(S(=O)(=O)NCc2ccco2)cc1	4%	-1%	-25%	20%	2	-3%	-2%	-1%	10%	-3%	-6%[46.1 µM]
O=C(CCN1CCCCC1)Nc1cccc(Br)c1	0%	0%	0%	-20%	-12	1%	9%	-4%	-4%	4%	0%

Next part.
SMILES	Tb PFK inh	ASM inhibitor	ELG1 repair inh	Integrin act MD	TSHR antagonist	Chronic BCR inh	Eya2 inh	TSG101-PTAP inh	Mito fusion act	AT treatment	TCR act
O=C(CSc1nc2c(c(=O)n1-c1ccc(Cl)cc1)SCC2)NCc1ccco1	.	-2%	.	-22%	.	.	.	-1%	0%	.	1%
CC1(C)Cc2ccccc2-c2nnc(SCc3ccccc3)n21	-1%	-5%	16%	0%	-11	?	-9%	-3%	24%	-5%	0%[46.1 µM]
CCc1cc2c(=O)c(-c3ccc(F)cc3)c(C)oc2cc1OCC(=O)O	1%	4%	3%	15%	-9	13%	8%	-4%	6%	-6%	4%
CN(CC(=O)Nc1cccc(F)c1)C(=O)c1ccccc1OCC(=O)Nc1cccc(C(F)(F)F)c1	-1%	.	?	8%	-2	2%	6%	-1%	-5%	7%	16%
CC(=O)c1ccc(NC(=O)COC(=O)c2c3c(nc4ccccc24)/C(=C\c2cccs2)CCC3)cc1	0%	197%[activator]	10µM*	25%	-13	5%	-9%	3%	?	.	1%[46.1 µM]
CCOC(=O)c1cnc2ccc(F)cc2c1Nc1ccc2c(c1)OCCO2	-2%	-9%	?	7%	40	?	11%	-2%	3%	-1%	0%[46.1 µM]
COc1ccc(CO[C@@H]2O[C@H](CO)[C@@H](O)[C@H](O)[C@H]2NC(C)=O)cc1OC	-3%	-2%	11%	7%	10	?	?	0%	1%	-7%	-17%
CC1CCN(C(=O)CNC(=O)c2ccc(Cl)cc2Cl)CC1	-2%	3%	?	25%	-1	19%	-6%	-5%	3%	-6%	4%
Clc1ccc(-n2nnnc2-c2cnc(-c3ccncc3)nc2-c2cccs2)cc1	-4%	-5%	?	-23%	-9	?	-1%	-2%	14µM*	6%	-2%[46.1 µM]
O=C(Nc1ccc2c(c1)OCO2)c1ccc(N2C(=O)c3ccccc3C2=O)cc1	-2%	-1%	27%	20%	33	?	-1%	2%	-2%	16%	-3%[46.1 µM]
O=C(CSc1nnc(-c2cccnc2)n1-c1ccccc1)Nc1ccccc1	4%	-1%	-23%	-12%	2	-2%	2%	-8%	-1%	3%	1%[46.1 µM]
O=C(O)C1Nc2c(Cl)cc(Cl)cc2C2C=CCC12 (stereo not drawn)	?	-1%	4%	6%	-5	0%	3%	-20%	1%	5%	7%
CC(C)N(C(=O)[C@H]1CC(CC(=O)NCc2cccc(C(F)(F)F)c2)C(=O)N2CCc3c([nH]c4ccccc34)[C@]12C)C(C)C (stereo partly drawn)	1%	-12%	?	-8%	-5	1%	-2%	-4%	.	-13%	7%
CC(=O)N1CCN(CC(=O)NC(=O)Nc2ccc3c(c2)OCCO3)CC1	0%	-1%	29%	-7%	0	?	-16%	1%	-1%	1%	4%
O=C(Nc1ccc(Cc2ccncc2)cc1)c1ccco1	-4%	2%	?	4%	-10	-2%	5%	-5%	-1%	14%	-3%
COc1ccc(C2=NO[C@@H]3[C@@H]4C[C@@H]([C@H]5C(=O)N(C)C(=O)[C@@H]45)[C@H]23)cc1	0%	3%	1%	15%	3	0%	6%	-1%	-6%	-3%	3%[46.1 µM]
